SENP1 inh: human SENP1 catalytic domain inhibitors, primary screen, biochemical, FRET, uHTS; recombinant SENP1 catalytic domain, CyPet-SUMO1-YPet FRET cleavage; inhibition, % at 10 µM; actives 0.21% (n = 360,000); AID 624204, 2012;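 active means inhibition at least 30% at 10 µM, raw YFP signal under a set limit, fluorescence ratio 0.5 to 1.5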;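 further: 0% = enzyme with DMSO and 100% = no enzyme wells; some results filed as inactive read as strong as hits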
Target sequence (Q9P0U3 419-644 limits assumed): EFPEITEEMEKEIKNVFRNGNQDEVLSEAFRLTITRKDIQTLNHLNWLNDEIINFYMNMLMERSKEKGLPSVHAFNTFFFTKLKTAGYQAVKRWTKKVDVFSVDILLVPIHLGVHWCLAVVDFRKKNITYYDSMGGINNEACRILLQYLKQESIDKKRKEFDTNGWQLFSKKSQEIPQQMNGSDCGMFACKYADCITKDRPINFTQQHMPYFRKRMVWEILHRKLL
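System: Recombinant human SENP1 catalytic domain, His6-tagged | Incubation: Enzyme reaction for 50 min at room temperature, dark | Medium: Tris pH 8 with BME, BSA, NP40 and catalase | Also added: 25 nM SUMO1 FRET substrate | Compound: 10 µM single point, 0.5% DMSO | Measured by: FRET fluorescence in CFP and YFP emission channels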
hIAP activ: human IAP activators, primary screen, biochemical, luminescence, uHTS | actives 0.16% (n = 330,000) | activation factor at 10 µM | purified human IAP, CDP-Star luminescence, 30 min; hits give high values; 1 = vehicle-only enzyme, 0 = enzyme-free background | Intestinal-type alkaline phosphatase (Homo sapiens), P09923;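 active means activation factor of the enzyme at least 2-fold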; further: the source names both 10 and 20 µM as test concentration; values of inactives mirror those of a sister screen read the other way
PfGluPho inh: PfG6PD enzyme inhibitors, primary screen, biochemical, fluorescence intensity, uHTS; glucose-6-phosphate dehydrogenase-6-phosphogluconolactonase (Plasmodium falciparum 3D7); PfGluPho enzyme, NADPH resazurin-diaphorase fluorescence; inhibition, % at 20 µM; actives 0.78% (n = 350,000); AID 504690, 2011;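 active means inhibition reaching at least a set limit at 20 µM in the primary screen, cut at about 59% in these data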;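 further: 0% = DMSO wells with substrate and 100% = DMSO wells lacking glucose-6-phosphate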
MPTP block: mitochondrial permeability transition pore inhibitors, primary screen, biochemical, isolated mouse mitochondria, absorbance | inhibition, % at 10 µM | AID 602449, 2012 | Ca2+ swelling absorbance, 30 min | actives 1.4% (n = 360,000);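 active means inhibition of 50% or more, scaled per plate between neutral and stimulator controls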;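 further: 0% = DMSO wells given calcium and 100% = 1 mM EGTA wells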
SENP6 inh: SENP6 protease inhibitors, primary screen, biochemical, luminescence, uHTS; Sentrin-specific protease 6 (Homo sapiens), Q9GZR1; Recombinant SENP6 catalytic domain, aminoluciferin luminescence; inhibition, % at 10 µM; actives 1.8% (n = 330,000); AID 2599, 2010;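 active means inhibition above about 50% at the single tested dose, limit read from the data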;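 further: plate controls were DMSO wells with enzyme for no effect and DMSO wells lacking enzyme for full effect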
Target sequence (Q9GZR1 628-1112 limits assumed): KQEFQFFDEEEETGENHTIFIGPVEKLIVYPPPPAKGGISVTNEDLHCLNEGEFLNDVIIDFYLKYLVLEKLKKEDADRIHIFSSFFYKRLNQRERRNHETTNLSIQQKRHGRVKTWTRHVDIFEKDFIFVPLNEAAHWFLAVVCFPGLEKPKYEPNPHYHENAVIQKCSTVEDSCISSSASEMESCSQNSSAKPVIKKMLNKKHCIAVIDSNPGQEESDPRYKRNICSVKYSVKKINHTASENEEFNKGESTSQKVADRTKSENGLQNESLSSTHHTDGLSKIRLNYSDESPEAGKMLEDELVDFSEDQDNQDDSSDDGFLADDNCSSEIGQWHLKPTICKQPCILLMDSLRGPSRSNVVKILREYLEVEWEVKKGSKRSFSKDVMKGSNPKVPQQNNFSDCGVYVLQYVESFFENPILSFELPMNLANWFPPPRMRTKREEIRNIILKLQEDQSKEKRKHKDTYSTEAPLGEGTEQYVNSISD
GRIN3A LBD mod: binders of NR3A ligand-binding domain, primary screen, biophysical, differential scanning fluorimetry, uHTS. NR3A LBD differential scanning fluorimetry, Tm shift; 0% = protein alone, 100% = glycine-bound protein. Tm shift relative to glycine control, % at 25 µM. actives 2.5% (n = 340,000);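 active means melting temperature shift of at least 10% of the positive control shift, at one fixed dose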
ATG4B inh: ATG4B protease inhibitors, primary screen, biochemical, fluorescence, uHTS. Cysteine protease ATG4B (Homo sapiens), Q9Y4P1. ATG4B cleavage of LC3-PLA2, NBD-HPC fluorescence, 1 h. inhibition, % at 8.33 µM. actives 0.51% (n = 340,000); in the data active means inhibition above about 40%
SENP8 block: human SENP8 protease inhibitors, primary screen, biochemical, fluorescence, Nedd8 protein substrate, uHTS; Sentrin-specific protease 8 (Homo sapiens), Q96LD8; inhibition, % at 20 µM; AID 602440, 2012; recombinant SENP8; actives 0.64% (n = 360,000); in the data active means inhibition mostly above about 40%, no sharp cut-off; inactive means mostly below about 27%
Target sequence (Q96LD8 whole entry, looked up): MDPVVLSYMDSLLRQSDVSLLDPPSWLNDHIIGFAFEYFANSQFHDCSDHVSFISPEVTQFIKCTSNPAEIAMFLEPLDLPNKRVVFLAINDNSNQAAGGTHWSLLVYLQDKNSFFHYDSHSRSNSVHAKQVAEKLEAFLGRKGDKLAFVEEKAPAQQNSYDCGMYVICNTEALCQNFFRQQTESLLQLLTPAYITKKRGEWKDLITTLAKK
An asterisk follows results filed as active; i = inactive; . = no result given.

SMILES	SENP1 inh	hIAP activ	PfGluPho inh	MPTP block	SENP6 inh	GRIN3A LBD mod	ATG4B inh	SENP8 block
O=C(CCOc1ccccc1)Nc1ccnn1C1CCN(CCc2ccccc2)CC1	1	1.7	-20	0.0	-2	-1	-2	17
CC(C)[C@H](NC(=O)CCn1nnc2ccccc2c1=O)C(=O)O	0	1.3	-15	-1.1	5	-1	2	28
CCc1ccccc1N1CC(C(=O)Nc2cc(S(=O)(=O)N3CCCC3)ccc2Cl)CC1=O (stereo not drawn)	0	0.99	3	-1.8	-4	-1	-16	9
COc1ccc(NS(=O)(=O)c2ccc3c(c2)NC(=O)C(C)S3)cc1 (stereo not drawn)	0	1	2	0.5	-14	-1	-3	-16
CCOc1cc(C(=O)NC(C)C2CC3CCC2C3)cc(OCC)c1OCC (stereo not drawn)	1	1	-21	3.7	-6	1	-7	14
C[C@H](NC(=O)[C@H](Cc1ccccc1)NC(=O)c1cc2cc(Cl)ccc2n1C)C(=O)O	21	0.94	-8	0.0	13	1	-6	-6
CCCCOc1cccc(C(=O)N(Cc2ccco2)C2CCS(=O)(=O)C2)c1 (stereo not drawn)	1	0.93	1	-0.7	2	0	-5	5
Cc1ccc(OCCCn2c(CO)nc3ccccc32)cc1	2	1.2	-5	0.0	1	-1	4	26
CC1CC(C)CN(S(=O)(=O)c2cccc(C(=O)OCCN3CCCC3=O)c2)C1 (stereo not drawn)	1	0.9	10	-1.7	-3	1	0	18
COc1cc(C(=O)OCCNC(=O)c2cccnc2)cc(OC)c1OC	2	0.92	-5	0.9	-7	-2	1	19
CCN(C(=O)COC(=O)Cc1ccc(F)cc1)c1c(N)n(Cc2ccccc2)c(=O)[nH]c1=O	1	0.82	15	-0.1	-3	0	-3	16
CN1CCN(S(=O)(=O)c2csc(C(N)=O)c2)CC1	4	0.92	-12	-0.8	14	1	-2	-16
Cc1oc2c(CN3CCOCC3)c(O)ccc2c(=O)c1-c1ccc(Cl)cc1	1	1.1	6	-1.7	12	1	-10	-457
CCn1c(C(=O)N2CCC(C(=O)N3CCN(c4ccccn4)CC3)CC2)cc2sccc21	-1	1.2	5	-2.2	14	0	-6	-22
COCCCNC(=O)C[C@H]1C[C@H](C(=O)N2CCOCC2)[C@@]2(CCC3CCCC3)c3[nH]c4ccc(Cl)cc4c3CCN2C1=O	-3	.	14	-1.1	.	3	1	-2

Reprinted from the results shown (two entries):
SMILES	SENP1 inh	hIAP activ	PfGluPho inh	MPTP block	SENP6 inh	GRIN3A LBD mod	ATG4B inh	SENP8 block
COc1cc(C(=O)OCCNC(=O)c2cccnc2)cc(OC)c1OC	2	0.92	-5	0.9	-7	-2	1	19
CCN(C(=O)COC(=O)Cc1ccc(F)cc1)c1c(N)n(Cc2ccccc2)c(=O)[nH]c1=O	1	0.82	15	-0.1	-3	0	-3	16

Continued:
SMILES	SENP1 inh	hIAP activ	PfGluPho inh	MPTP block	SENP6 inh	GRIN3A LBD mod	ATG4B inh	SENP8 block
CCCCn1c(SCC(=O)Nc2cc(C)on2)nnc1-c1cccs1	0	0.93	0	2.1	-11	-1	-1	16
Cc1ccc(NC(=O)CN(C)C(=O)COC(=O)/C=C/c2cccs2)cc1	1	1.2	-17	0.4	-7	1	-9	-14
Cc1ccc(C)c(SCC(=O)Nc2cccc(S(=O)(=O)NC3=NCCCCC3)c2)c1	1	1.1	-3	0.7	20	-2	6	22
Cc1nnc(SCC(=O)NC(=O)NC(C)(C)C)s1	4	0.98	9	-0.5	-16	1	-1	-2
COc1ccccc1C(=O)C1Nc2ccccc2-c2nnc(SC)nc2O1 (stereo not drawn)	0	1.2	-5	1.9	-15	-1	0	-30
O=C(N/N=C/c1ccc(OCC(=O)N2CCCCC2)cc1)c1ccccc1O	-1	0.98	1	-1.1	1	-6	4	-413
COc1cccc(Oc2cc(Cl)nc(N)n2)c1	0	0.96	-5	0.3	-8	-1	0	13
COc1ccc(CN(C)C(=O)c2ccc(Cl)c(S(=O)(=O)NCc3cccnc3)c2)cc1F	3	1	7	-0.6	8	3	-29	13
CCOC(=O)C1CCN(C(=O)CCc2ccccc2)CC1	3	1.1	-18	11	-8	-2	5	9
Nc1nc(NCc2ccco2)nc(NC2CCCCC2)c1[N+](=O)[O-]	3	1.1	-1	1.0	-17	0	-2	3
Cc1ccc(-c2nnn(CC(=O)N(c3ccccc3)C(C(=O)NCC3CCCO3)c3ccc(F)cc3)n2)o1 (stereo not drawn)	0	1.1	-3	-1.5	1	-4	1	9
C(=N\N=C\c1cccs1)/c1cccs1	2	1.1	0	0.4	57*	1	7	21
Cc1nnsc1C(=O)NNc1ccc(C(C)C)cc1	-1	1.1	8	2.5	14	2	0	16
COc1ccc(C2c3ccc4ccccc4c3Oc3ncn(CCN4CCOCC4)c(=N)c32)cc1 (stereo not drawn)	-2	0.84	10	-4.0	-16	-3	-22	4
COc1cc(C(=O)N/C(=C\c2cn(S(=O)(=O)N(C)C)c3ccccc23)C(=O)N2CCCC2)cc(OC)c1OC	-1	0.97	6	0.1	-12	-3	-16	-2
COc1ccc(OC)c(S(=O)(=O)Nc2ccc(-c3ccc4nnc(C)n4n3)cc2)c1	1	0.87	13	-1.3	-15	3	-6	-94
O=C(c1cc2cc3ccc(Cl)cc3nc2o1)N1CCN(Cc2ccc3c(c2)OCO3)CC1	-2	.	-6	0.3	.	1	-4	7
CC1CN(CC(O)COc2ccc(C(=O)c3ccccc3)cc2)CC(C)O1 (stereo not drawn)	2	1	9	-5.0	-4	-2	-20	10
COc1cc(NS(=O)(=O)c2ccc(Nc3nc(-c4ccccc4)cs3)cc2)nc(OC)n1	0	.	-25	-1.5	.	27*	30	-129
Cc1ccc(/C=N/n2nnnc2N)o1	-1	0.92	8	-0.2	8	1	-3	42*
C#CCOCCOCCOCCNc1nc(N2CCN(C(=O)[C@H](CCCCN)n3cc([C@@H](N)C(C)CC)nn3)CC2)nc(N2CCN(C(=O)[C@H](Cc3cc4ccccc4[nH]3)n3cc([C@@H](N)CC(C)C)nn3)CC2)n1 (stereo partly drawn)	-23	0.95	60*	-2.0	4	-3	20	-30
COc1ccc(C(C)=O)cc1CSc1nc2ccccc2c(=O)n1-c1ccccc1	2	1	14	0.7	-3	3	35	-8
O=C(O)C1C2C=CC(C2)C1C(=O)Nc1ccc(C(=O)N2CCCCC2)c(Cl)c1 (stereo not drawn)	1	1	-6	2.3	2	0	-9	8
CC1=C(C(=O)Nc2cc(C(=O)NCCC(C)C)ccc2C)SCCO1	1	1	-9	0.6	-5	0	3	4
Cc1ccc(N2C(=O)N(CC(=O)Nc3cc(C)cc(C)c3)C(=O)C2C)cc1 (stereo not drawn)	-1	1.1	7	0.5	4	-9	-2	3
CCCCn1c(N)c(N(CC(C)C)C(=O)CN(C)S(=O)(=O)c2ccc(NC(C)=O)cc2)c(=O)[nH]c1=O	-2	1.1	3	-2.4	13	0	-1	0
CC(=O)n1cc([C@H]2C=C(C(=O)Nc3ccccc3)O[C@@H](OCc3ccc(CO)cc3)C2)c2ccccc21	2	1.1	13	-1.1	0	-27	-10	3
Cc1ccc2c(c1)N(CCC(=O)NCCCOC(C)C)C(=O)C(C)O2 (stereo not drawn)	2	1	-24	-0.8	-27	-1	-2	3
O=C(c1cccc(Cl)c1)N1CCN(c2ccc(N3CCOCC3)nn2)CC1	-16	0.9	-14	-0.5	-7	-1	-3	i
Cc1cc(-c2nc3ncccc3o2)ccc1NC(=O)c1ccc([N+](=O)[O-])o1	-6	.	3	0.2	.	0	31	17
CC(=O)NNc1cccc(Cl)n1	1	1.1	-2	3.0	-13	-2	-11	2
O=S(Cc1ccc(Cl)cc1)c1ccccc1 (stereo not drawn)	2	.	-4	1.5	.	-1	1	9
CCC/C(O)=C1\C(=O)CC(c2ccccc2)CC1=NCCc1c(C)[nH]c2ccc(C)cc12 (stereo not drawn)	0	1.1	-7	0.4	7	0	-20	-3
COc1cc2ccccc2cc1C(=O)Nc1ccc(S(=O)(=O)Nc2cc(C)on2)cc1	1	1.1	-2	-0.7	-4	-5	3	-19
CC(Sc1ccc(S(=O)(=O)N2CCCCCC2)cn1)C(N)=O (stereo not drawn)	2	0.97	-12	0.2	-17	3	8	0
Cc1ccc(NC(=O)CSCc2cc(=O)n3cc(C)sc3n2)c(C)c1	0	1.1	11	1.2	-12	1	-4	-7
Cc1ccc(C)c(NS(=O)(=O)c2c(C)[nH]c(C)c2C(=O)N2CCCCC2)c1	2	0.97	-16	-0.5	4	-3	2	10
C/C(=N\NC(=S)NCCc1ccccc1)c1cccc(Br)c1	0	1.1	1	1.6	-2	-12	5	11
CCCCOc1cc(C)nc(NCc2ccccc2)n1	2	1.1	-2	4.7	-7	2	38	18
Cc1cccn(Cc2c(Cl)cccc2Cl)c1=O	0	0.92	-8	1.0	-5	-1	3	12
Oc1cccc2ccc(/C=C/c3ccccc3Br)nc12	2	1.2	-5	-1.4	90*	14*	1	-46
COc1ccccc1CNC(=O)c1ccccc1C(=O)NC(C)(C)C(=O)NCc1ccccc1OC	1	1	0	0.4	13	-5	14	7
Cc1ccccc1-c1noc(-c2ccccc2C(=O)N2CCCC2)n1	1	0.97	-8	-1.1	-1	0	-6	14
CCN(C(=O)CSc1nc2scc(-c3ccccc3)c2c(=O)n1C)C1CCS(=O)(=O)C1 (stereo not drawn)	0	0.94	5	-0.8	2	0	-3	7
O=C(NCCc1ccccn1)c1cccc(S(=O)(=O)N2CCc3ccccc32)c1	1	1.2	-2	1.5	-8	-4	1	-1
Cc1ccc(NC(=O)CN(C)C(=O)Cn2nnc(-c3ccccc3)n2)cc1	3	0.97	8	-0.3	-12	1	-6	4
COc1ccc(CCN2CC(C(=O)N(C)CCOc3ccccc3)CCC2=O)cc1 (stereo not drawn)	0	1.1	-6	-0.6	-11	0	-2	2
CCn1cc(C(=O)N2CC(C)CC(C)C2)c(=O)c2cc(S(=O)(=O)N(C)C)ccc21 (stereo not drawn)	2	1	-2	-1.2	-3	-3	1	12
CC(=O)N1Cc2ccccc2C(C)CC12CCCCC2 (stereo not drawn)	0	0.98	6	1.9	-3	-1	-3	11
COc1ccc(-n2nnnc2SCC(=O)Nc2nnc(C)s2)cc1	-2	0.93	-38	0.1	-16	0	7	11
CC1CCCCC1NC(=O)Cn1c(CN2CCCCC2)nc2ccccc2c1=O (stereo not drawn)	-12	0.92	4	0.8	-6	-1	5	-6
COc1ccccc1Nc1nc(N)nc(CSCCO)n1	1	0.81	0	1.1	8	0	-8	12
CNC(=O)Cn1c(=O)n(C)c2ccccc21	1	0.92	-12	-0.6	15	2	-4	18
CCc1noc(C)c1C(=O)OCC(=O)N(CCOC)c1c(N)n(Cc2ccccc2)c(=O)[nH]c1=O	0	0.94	12	-0.8	-3	1	-7	-14
CCn1nc(C(=O)OCC(=O)c2cc(C)n(Cc3cccs3)c2C)c2ccccc2c1=O	1	1.1	-10	1.5	-10	-5	0	24

Compounds above that contain bromine:
SMILES	SENP1 inh	hIAP activ	PfGluPho inh	MPTP block	SENP6 inh	GRIN3A LBD mod	ATG4B inh	SENP8 block
C/C(=N\NC(=S)NCCc1ccccc1)c1cccc(Br)c1	0	1.1	1	1.6	-2	-12	5	11
Oc1cccc2ccc(/C=C/c3ccccc3Br)nc12	2	1.2	-5	-1.4	90*	14*	1	-46
